MITF TRPM1 HTS: activators of MITF-driven TRPM1 promoter activity in SK-MEL-5 cells; SK-MEL-5 TRPM1-promoter luciferase, 24 h; % of positive control, neutral wells = 0; activation, % at 12.5 µM; 0.75% of 300,000 active; AID 588334;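 active = mean activation of at least 80% with every replicate also reaching 80%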;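 note: 0% = neutral control wells and 100% = parthenolide positive control wells; values of inactives mirror those of a sister screen read the other way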
PfHsp90 yeast 2: growth inhibition of yeast expressing Plasmodium Hsp90. S. cerevisiae expressing PfHsp90, BacTiter-Glo ATP, 48 h; yeast lacking PDR1 and PDR3 efflux regulators. inhibition, % at 9.4 µM. 0.32% of 310,000 active. AID 504621;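 active = every replicate shows inhibition above about 80%, whatever the replicate mean, limit read from the data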;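 note: 0% = DMSO neutral controls and 100% = 20 µM radicicol positive controls; yeast relying on Plasmodium falciparum Hsp90 in place of its own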
CAL PDZ FP-1: CAL PDZ (human) peptide binding inhibition; Q9HD26; purified CAL PDZ, TMR-peptide fluorescence polarization, 1 h; inhibition, % at 24.9 µM; 0.92% of 300,000 active; AID 602252;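 active = mean inhibition of at least 30% with at least half of replicates also reaching 30%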;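 note: 0% = DMSO neutral control and 100% = excess unlabeled competitor peptide PRC23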
NSD2 HMT inh: blocks human histone methyltransferase NSD2; NSD2 peptide methylation, AlphaScreen, 120 min; inhibition, % at 12.5 µM; 0.54% of 310,000 active; AID 743445; in the data active = inhibition above about 50%
CAL PDZ FP-2: blocks peptide binding to human CAL PDZ domain | Q9HD26 | purified CAL PDZ, TMR-peptide fluorescence polarization, 1 h | inhibition, % at 20 µM | 0.02% of 330,000 active | AID 504414;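 active = highest replicate inhibition of at least 40%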;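 note: plate controls were DMSO neutral control wells for no effect and unlabeled competitor peptide control wells for full effect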
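material = purified tagged CAL PDZ domain construct (CerCALP) | compound dosing = 20 µM, one dose | times = 1 h at RT | measured by = fluorescence polarization from S- and P-plane intensities, G-factor corrected | read-out = inhibition from polarization loss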
SR-BI uptake up: activators of SR-BI mediated HDL lipid uptake; CHO ldlA[mSR-BI] cells, DiI-HDL uptake fluorescence, 3 h; 100 = double the neutral-control signal; activation, % at 12.5 µM; 0.096% of 320,000 active; AID 504775;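 active = mean replicate activation of at least 60% and every replicate at or above 60%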;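 note: 0% = median plate neutral-control signal and 100% = twice that signal; values of inactives mirror those of a sister screen read the other way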
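Test system: SR-BI-overexpressing, LDLR-lacking CHO cells; Medium: Ham's F12 with 0.5% BSA, HEPES 25 mM, pH 7.4; Schedule: 3 h, 37 °C; Technique: bottom-read fluorescence, 550/595 nm.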
SR-BI DiI inh: mouse SR-BI HDL lipid transfer inhibition | Q61009 | ldlA[mSR-BI] CHO cells, DiI-HDL uptake fluorescence, 3 h | inhibition, % at 12.5 µM | 0.96% of 320,000 active;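 active = mean replicate inhibition of at least 70% and a set share of replicates each scoring 70 or more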;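 note: 0% = median of neutral control wells and 100% = median of positive control wells; values of inactives mirror those of a sister screen read the other way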
Target sequence (Q61009 whole entry, looked up): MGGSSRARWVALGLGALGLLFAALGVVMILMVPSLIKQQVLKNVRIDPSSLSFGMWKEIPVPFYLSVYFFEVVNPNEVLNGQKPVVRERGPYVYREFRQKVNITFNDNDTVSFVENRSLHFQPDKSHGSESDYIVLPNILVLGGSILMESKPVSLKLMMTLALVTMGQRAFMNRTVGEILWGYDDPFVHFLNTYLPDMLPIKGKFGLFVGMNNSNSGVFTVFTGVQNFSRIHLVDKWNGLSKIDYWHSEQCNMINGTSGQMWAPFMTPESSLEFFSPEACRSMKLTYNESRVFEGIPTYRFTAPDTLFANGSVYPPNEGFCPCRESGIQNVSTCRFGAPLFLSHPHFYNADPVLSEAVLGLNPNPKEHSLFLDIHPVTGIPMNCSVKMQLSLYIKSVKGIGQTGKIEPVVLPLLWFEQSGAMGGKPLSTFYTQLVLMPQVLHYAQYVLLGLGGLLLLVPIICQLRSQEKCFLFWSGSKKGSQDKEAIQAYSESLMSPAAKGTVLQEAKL
Rtt109 Vps75: inhibitors of Candida albicans Rtt109/Vps75 histone acetyltransferase. purified Rtt109/Vps75, ThioGlo CoA-SH fluorescence, 4 h. inhibition, % at 34.9 µM. 0.16% of 330,000 active. AID 540336;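 active = inhibition of at least 50% in every replicate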
dFosB activator: mouse delta FosB homodimer activation; P13346; purified delta FosB, TAMRA-CDK5 oligo fluorescence polarization; percent of positive-control signal above neutral wells; activation, % at 25 µM; 0.99% of 340,000 active; AID 493131;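 active = mean activation above about 17%, with every replicate also reaching it, limit read from the data, passing the limit was not always enough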;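 note: fluorescence polarization rise as delta FosB binds a TAMRA Cdk5 AP-1 oligo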
Target sequence (P13346 whole entry, looked up): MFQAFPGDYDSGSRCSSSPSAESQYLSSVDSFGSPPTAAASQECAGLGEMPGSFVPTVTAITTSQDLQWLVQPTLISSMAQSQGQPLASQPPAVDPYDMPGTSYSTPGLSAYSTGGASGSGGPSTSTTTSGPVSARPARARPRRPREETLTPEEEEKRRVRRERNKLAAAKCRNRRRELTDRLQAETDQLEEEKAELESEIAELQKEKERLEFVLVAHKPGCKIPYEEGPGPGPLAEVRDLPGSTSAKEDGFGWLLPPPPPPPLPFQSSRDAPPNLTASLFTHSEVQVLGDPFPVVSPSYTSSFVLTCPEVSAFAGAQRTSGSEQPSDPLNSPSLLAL
PvdQ inh: blocks Pseudomonas aeruginosa PvdQ acylase activity | purified PvdQ acylase, fluorescence plate reader | inhibition, % at 10 µM | 0.063% of 340,000 active | AID 488965; in the data active = inhibition above about 30%, passing the limit was not always enough;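 note: 0% = vehicle neutral wells and 100% = reference inhibitor wells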
Numbers without * were called inactive; . = no result given.

SMILES	MITF TRPM1 HTS	PfHsp90 yeast 2	CAL PDZ FP-1	NSD2 HMT inh	CAL PDZ FP-2	SR-BI uptake up	SR-BI DiI inh	Rtt109 Vps75	dFosB activator	PvdQ inh
CC1=C(C(=O)OCCCBr)C(c2ccc3c(c2)OCO3)NC(=O)N1 (stereo unspecified)	11	9	3	3	0.4	12	-12	16	-6	9
COc1cc2c(cc1OC)CN(Cc1ccc(C)cc1)CC2	-5	29	.	-2	-3.6	4	-4	-14	1	2
CCOC(=O)c1ccc(NC(=O)C(CC)CC)cc1	33	23	13	-1	-0.6	0	0	-8	-11	-3
C=C(C)C(=O)Nc1cccc(C2=NOC3(C2)C[C@@H](C(N)=O)N(C(=O)C(=C)C)C3)c1 (stereo partly specified)	-11	-10	-10	.	-6.2	5	-5	-2	-17	-15
CCN(CC)C(=O)Sc1cccc2cccnc12	-13	0	-2	0	-2.5	7	-7	8	1	-4
COc1ccccc1NC(=O)c1cc(N)cc(C(=O)Nc2ccccc2OC)c1	.	-6	-4	.	-0.5	-4	4	5	-1	5
CCOc1ccc(Cl)cc1CNc1nnnn1CC	10	-9	-4	0	-1.2	-11	11	-6	-7	-9
O=C(Cn1cncn1)c1ccc(Cl)cc1	-5	24	-1	-1	-0.6	5	-5	8	-12	-19
O=S(=O)(c1ccc(F)cc1)N1CCCC(CO)C1 (stereo unspecified)	0	15	-4	0	-1.4	22	-22	0	-4	3
COCCn1cc(C(=O)c2ccccc2OCC(=O)Nc2cc(C)on2)cc(C#N)c1=O	-4	5	-1	6	-2.3	8	-8	1	-5	-1
CC(C)(C)c1ccc(/C=N/OCC(=O)NCc2ccc(F)cc2)cc1	-2	-13	0	-3	0.5	-5	5	-7	0	8
COc1cccc(CNC(=O)c2ccc(NC(=O)C3CCCO3)cc2)c1 (stereo unspecified)	.	.	.	.	-0.3	2	-2	5	2	-15
O=C(c1ccc(F)cc1)N1CCC2(CC1)NCCc1[nH]cnc12	-1	9	1	-3	-1.2	5	-5	-7	-4	-7
COc1cccc(-n2ccn(CC(=O)NCCc3ccccc3)c(=O)c2=O)c1	-1	19	9	-1	0.2	4	-4	10	-1	2
Cc1ccc(-c2noc(COC(=O)c3ccco3)n2)cc1	71	-3	-2	-4	-0.2	7	-7	-2	-3	-12
COc1ccccc1OCCNC(=O)c1cc(SC)ccc1Cl	-7	-10	-4	0	-0.6	9	-9	-15	-7	-6
Cc1noc(C)c1NC(=O)N(C)C[C@H]1Oc2ccc(NC(=O)Nc3ccc4c(c3)OCO4)cc2C(=O)N([C@H](C)CO)C[C@@H]1C	-5	5	-2	.	-0.6	18	-18	-7	-1	-5
O=C(COC(=O)CN1C(=O)c2cccc([N+](=O)[O-])c2C1=O)NC1CCS(=O)(=O)C1 (stereo unspecified)	-2	14	0	43	-2.2	.	.	-1	-1	-4
CC(SCc1ccccc1)C(=O)N/N=C/c1cc2c(cc1Br)OCO2 (stereo unspecified)	-6	8	0	4	-2.7	-10	10	8	-1	3
CN(C)CCCN1C(=O)c2oc3ccc(F)cc3c(=O)c2C1c1cccnc1 (stereo unspecified)	-3	-21	0	.	-0.6	5	-5	-9	-7	-6
Cc1cc(-c2ccc(C)c(S(=O)(=O)NCCCN(Cc3ccccc3)C(C)C)c2)on1	0	18	-1	-1	-2.6	-27	27	-4	-27	4
Cc1cc(C)n(-c2ccc(C(=O)OCC(=O)Nc3ccc(S(N)(=O)=O)cc3)cc2)n1	-6	.	.	0	-1.2	4	-4	-5	-7	-4
COC(=O)c1cn(CCOc2ccc(C)cc2)c2ccccc12	-3	-57	-8	-2	-2.0	11	-11	3	-7	-12
CCCNC(=O)c1nc(C)n(-c2cc(Cl)ccc2Cl)n1	6	-26	7	0	.	12	-12	-4	-1	-15
COc1ccccc1/C=N/NC(=S)Nc1cccnc1	12	-9	3	3	-1.4	8	-8	.	0	-6
Cn1c(CNC2CCCCC2)c(C#N)c2ccccc21	.	.	0	-2	-3.2	-11	11	-2	-5	-6
Cc1ccc(C)c(NC(=O)CN(C)C(=O)Cc2coc3cc(C)c(C)cc23)c1	3	5	-16	1	-2.6	8	-8	-5	14	-1
COc1cccc(C2=CC(=O)CC(C)(C)C2)n1	1	-6	-1	.	-1.5	11	-11	1	5	-5
CCc1nc(SCC(=O)Nc2ccccc2C)n[nH]1	1	10	4	-2	-0.2	25	-25	-13	-5	-11
CC(C)(C)N(Cc1ccccc1)C(=O)CSc1ncn[nH]1	-4	2	-3	5	-2.1	-3	3	-1	2	-19
N/C(=N\OS(=O)(=O)c1ccc(Cl)cc1)c1cccnc1	4	-9	.	-5	-0.8	16	-16	-4	5	-10
CSCCCN1CCCC(CO)(Cc2ccc(F)cc2)C1 (stereo unspecified)	.	7	-19	0	-0.3	-2	2	9	-1	0
COc1ccc(CNS(=O)(=O)c2ccc(C3CNC(=O)C3)cc2)cc1 (stereo unspecified)	-2	0	-4	-2	-1.3	0	0	3	2	-8
C/C(=N\O)C(C)(C)Nc1ccc(Br)cc1	.	-20	4	4	-0.7	39	-39	-17	0	-5
COc1ccccc1N1CCN(Cc2ccc(C(=O)O)cc2)CC1	3	17	.	-3	0.1	-5	5	1	5	-14
O=S(=O)(N/N=C/c1cccc(OC2CSC2)c1)c1ccccc1	11	5	-4	0	-3.2	44	-44	-4	-5	-6
Cc1noc(C)c1C(=O)Nc1ccc(F)cc1F	.	-1	-1	-2	-0.1	-23	23	-1	-3	2
C#CCOCCOCCOCCNc1nc(N2CCN(C(=O)[C@H](CO)n3cc([C@@H](N)C(C)C)nn3)CC2)nc(N2CCN(C(=O)[C@H](CCCCN)n3cc([C@@H](N)[C@H](C)CC)nn3)CC2)n1	5	1	-1	.	1.1	0	0	-8	10	-8
O=C(NCC1CC1)Nc1cccc(Cl)c1	37	11	.	-2	-1.9	-16	16	-9	3	-13
CCOP(=O)(OCC)c1ccc2c(c1)C(=O)c1ccccc1CC2	4	-27	-1	.	1.5	-7	7	-3	2	-4

Two records drawn at random from those above:
SMILES	MITF TRPM1 HTS	PfHsp90 yeast 2	CAL PDZ FP-1	NSD2 HMT inh	CAL PDZ FP-2	SR-BI uptake up	SR-BI DiI inh	Rtt109 Vps75	dFosB activator	PvdQ inh
O=C(NCC1CC1)Nc1cccc(Cl)c1	37	11	.	-2	-1.9	-16	16	-9	3	-13
COc1cccc(C2=CC(=O)CC(C)(C)C2)n1	1	-6	-1	.	-1.5	11	-11	1	5	-5

Next part.
SMILES	MITF TRPM1 HTS	PfHsp90 yeast 2	CAL PDZ FP-1	NSD2 HMT inh	CAL PDZ FP-2	SR-BI uptake up	SR-BI DiI inh	Rtt109 Vps75	dFosB activator	PvdQ inh
COc1ccc(-c2oc3ccccc3c2C(=O)OCc2ccccc2)cc1	21	-25	-1	.	0.6	-44	44	0	-5	-24
O=C(COC(=O)CNC(=O)c1ccccc1Cl)NC1CCCC1	-2	30	-2	8	0.5	-14	14	-5	-2	2
CCN(CC(=O)Nc1ccc(NC(C)=O)cc1)C(=O)c1ccccc1CCc1ccccc1	2	.	-4	1	-3.0	-63	63	10	-3	3
CC1=C/C(=N\NC(=O)c2cccs2)CC(C)(C)C1	4	-38	-5	-2	-3.2	-1	1	-13	-9	-5
O=C(CSc1nnnn1C1CCCCC1)Nc1nc2c(s1)CCCC2	18	-25	-4	6	-1.8	8	-8	19	-23	-15
CCCCC1(O)CC(C(F)(F)F)=NN1C(=O)COc1ccccc1 (stereo unspecified)	3	-19	-3	1	-2.4	54	-54	.	-2	4
COc1ccc(C2c3ccc(O)cc3Oc3ncn(CCN4CCOCC4)c(=N)c32)cc1OC (stereo unspecified)	9	-7	5	-1	0.5	23	-23	-10	-8	-7
CCOC(=O)C1CCCc2c1[nH]c1c(C(=O)O)cccc21 (stereo unspecified)	4	-21	-2	0	-1.3	10	-10	.	-3	-15
CC1CCN(C(=O)CSc2ccc(-c3cccnc3)nn2)CC1	-3	13	-4	1	-0.7	9	-9	-3	-5	16
Cn1c(SCC(=O)Nc2ccc3c(c2)OCCO3)nnc1-c1ccccn1	.	1	-2	-1	7.0	0	0	-4	-1	-7
O=C(NCCc1ccccc1)C1CCCN(S(=O)(=O)c2cnc[nH]2)C1 (stereo unspecified)	3	12	1	.	-0.3	-5	5	-14	2	-16
COc1ccc(-c2csc(N(CC3CCCO3)C(=O)c3ccc(C)cc3)n2)cc1 (stereo unspecified)	.	-29	-4	-1	-0.5	-77	77*	2	-4	-3
O=C(COC(=O)c1ncc(Cl)c(Cl)c1Cl)NC(=O)NCc1ccccc1	-4	.	8	-4	0.2	.	.	-6	-5	-13
COc1cc(COCC(O)CN2CCN(Cc3ccc4c(c3)OCO4)CC2)cc(OC)c1OC (stereo unspecified)	-4	5	-1	-4	-2.3	-9	9	12	-5	5
CCc1c(C)sc(NC(=O)c2cccs2)c1C#N	44	-10	-1	3	0.5	-6	6	5	-2	-11

Filtered by structure: the compounds so far with an aryl methoxy group
SMILES	MITF TRPM1 HTS	PfHsp90 yeast 2	CAL PDZ FP-1	NSD2 HMT inh	CAL PDZ FP-2	SR-BI uptake up	SR-BI DiI inh	Rtt109 Vps75	dFosB activator	PvdQ inh
COc1cc2c(cc1OC)CN(Cc1ccc(C)cc1)CC2	-5	29	.	-2	-3.6	4	-4	-14	1	2
COc1ccccc1NC(=O)c1cc(N)cc(C(=O)Nc2ccccc2OC)c1	.	-6	-4	.	-0.5	-4	4	5	-1	5
COc1cccc(CNC(=O)c2ccc(NC(=O)C3CCCO3)cc2)c1 (stereo unspecified)	.	.	.	.	-0.3	2	-2	5	2	-15
COc1cccc(-n2ccn(CC(=O)NCCc3ccccc3)c(=O)c2=O)c1	-1	19	9	-1	0.2	4	-4	10	-1	2
COc1ccccc1OCCNC(=O)c1cc(SC)ccc1Cl	-7	-10	-4	0	-0.6	9	-9	-15	-7	-6
COc1ccccc1/C=N/NC(=S)Nc1cccnc1	12	-9	3	3	-1.4	8	-8	.	0	-6
COc1cccc(C2=CC(=O)CC(C)(C)C2)n1	1	-6	-1	.	-1.5	11	-11	1	5	-5
COc1ccc(CNS(=O)(=O)c2ccc(C3CNC(=O)C3)cc2)cc1 (stereo unspecified)	-2	0	-4	-2	-1.3	0	0	3	2	-8
COc1ccccc1N1CCN(Cc2ccc(C(=O)O)cc2)CC1	3	17	.	-3	0.1	-5	5	1	5	-14
COc1ccc(-c2oc3ccccc3c2C(=O)OCc2ccccc2)cc1	21	-25	-1	.	0.6	-44	44	0	-5	-24
COc1ccc(C2c3ccc(O)cc3Oc3ncn(CCN4CCOCC4)c(=N)c32)cc1OC (stereo unspecified)	9	-7	5	-1	0.5	23	-23	-10	-8	-7
COc1ccc(-c2csc(N(CC3CCCO3)C(=O)c3ccc(C)cc3)n2)cc1 (stereo unspecified)	.	-29	-4	-1	-0.5	-77	77*	2	-4	-3
COc1cc(COCC(O)CN2CCN(Cc3ccc4c(c3)OCO4)CC2)cc(OC)c1OC (stereo unspecified)	-4	5	-1	-4	-2.3	-9	9	12	-5	5
